Compound activity: PubChem BioAssay, National Center for Advancing Translational Sciences (NCATS)
MLL CXXC-DNA inh: inhibitors of human MLL CXXC domain-DNA interaction. MLL-CXXC / FITC-HOXA9 DNA fluorescence polarization. Potency, µM (highest dose often 115 µM), for inactives: at the highest dose activity change, negative = inhibition, actives largely listed as inhibitors. 0.037% of 290,000 active. AID 2662; active means well fitted inhibition curve with a large enough effect in the polarisation, with a control signal flat, not every such curve was filed as active; inconclusive means small, poorly fitted or top-dose-only effect, or effect the other way, or a change in a side signal; inactive means no such curve, though single readings can be large or run the other way; the % refers to the polarisation; further: potency means the concentration at half of the fitted maximal effect
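Fluorescence polarization: 7 uM MLL-CXXC (stock) preincubated 5 min with compounds, then 50 nM fluorescein-HOX-A9 DNA (stock) added; 30 min ambient. Buffer 50 mM Tris-HCl pH 7.5, 50 mM NaCl, 1 mM DTT, 0.05% BSA.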
A-T KAP1 phos: candidate therapy for ataxia-telangiectasia; […] A-T fibroblasts, KAP-1 phosphorylation AlphaLISA; neocarzinostatin DNA damage 30 min before lysis; Potency, µM (doses to about 57.5 µM), for the others: at the highest dose activation, most hits filed as activators; 0.19% of 320,000 active; AID 485349; further: potency means the concentration at half of the fitted maximal effect; % of control where 0% means no effect; nearly all actives have a fitted effect of over 45% in size
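ATM-like activity read as KAP-1 phosphorylation via AlphaLISA donor/acceptor antibody pairs after lysis and 6 hr at 25C. Cells were ATM-null patient fibroblasts ([…], hTERT), dosed 60 min, then exposed to the DSB inducer NCS for 30 min.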
TRPV1 agonist: agonists of human vanilloid receptor 1 (TRPV1); Q8NER1; 0.19% of 320,000 active; TRPV1-expressing cells, Fluo-8 calcium influx, agonist mode; AID 540275; activation, % at 8.33 µM; in the data active means activation above about 80%; inconclusive means between about 30% and that limit; further: 0% is about no effect
Target sequence (Q8NER1 whole entry, looked up): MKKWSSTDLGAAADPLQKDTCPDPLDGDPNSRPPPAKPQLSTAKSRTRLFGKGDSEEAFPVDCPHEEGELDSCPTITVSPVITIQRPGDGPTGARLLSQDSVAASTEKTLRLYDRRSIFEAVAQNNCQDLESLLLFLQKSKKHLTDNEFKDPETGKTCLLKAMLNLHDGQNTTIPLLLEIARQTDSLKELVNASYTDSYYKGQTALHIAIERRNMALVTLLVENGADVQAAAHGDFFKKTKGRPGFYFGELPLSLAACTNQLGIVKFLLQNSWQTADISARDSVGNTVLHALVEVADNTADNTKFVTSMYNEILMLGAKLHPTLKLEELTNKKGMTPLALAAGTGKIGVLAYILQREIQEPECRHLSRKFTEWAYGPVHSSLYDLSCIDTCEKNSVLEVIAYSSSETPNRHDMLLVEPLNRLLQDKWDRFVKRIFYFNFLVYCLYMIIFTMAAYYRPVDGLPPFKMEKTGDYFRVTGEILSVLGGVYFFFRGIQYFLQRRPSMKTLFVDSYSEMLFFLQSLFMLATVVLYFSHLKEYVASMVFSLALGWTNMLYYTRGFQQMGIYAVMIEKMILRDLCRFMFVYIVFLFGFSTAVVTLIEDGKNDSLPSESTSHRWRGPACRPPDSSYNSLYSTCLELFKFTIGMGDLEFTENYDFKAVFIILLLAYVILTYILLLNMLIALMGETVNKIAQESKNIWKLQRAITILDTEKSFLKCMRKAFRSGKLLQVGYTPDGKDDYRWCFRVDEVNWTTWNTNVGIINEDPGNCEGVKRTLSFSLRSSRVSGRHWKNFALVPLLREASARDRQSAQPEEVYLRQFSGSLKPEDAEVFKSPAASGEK
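TRPV1-expressing cells were cultured overnight at 35.5C and loaded with Fluo-8 calcium dye for 40 to 90 min at room temperature. After a 10 s baseline, compound was added and calcium influx was read kinetically for 3 min (ex 480/em 520 nm).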
ASM inhibitor: inhibitors of human secretory acid sphingomyelinase. placental ASM, HMU-PC fluorogenic substrate, 60 min. Potency, µM (highest dose often 57.5 µM), inactives show at the highest dose activity change, negative = inhibition, actives largely listed as inhibitors. 0.006% of 340,000 active. AID 504937; further: potency means the concentration at half of the fitted maximal effect
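Human placenta-derived ASM enzyme was preincubated with compound for 10 minutes at room temperature, then given fluorogenic substrate HMU-PC0 (9 uM final) for 60 minutes at 37 °C; a pH 10 stop preceded fluorescence reading at Ex 386/Em 447 nm.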
KCNH2 3.1 inh: inhibitors of human KCNH2 3.1 potassium channel isoform; U2OS KCNH2 3.1, thallium flux FluxOr; hits give low values; activity change, % (tested at about 1.8 µM); 0.95% of 340,000 active; AID 720553;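 active means maximum activity change below -70%; inconclusive means maximum activity change from -70% to -50%; inactive means maximum activity change above -50%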;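 further: thallium influx rate constant from kinetic fluorescence after stimulation buffer; on the % scale 0 is the no-effect control and ±100 the full control effect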
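Normalized rate constant (relative to positive and negative DMSO controls) derived from a 2 min kinetic fluorescence read after stimulation; U2OS cells expressing the 3.1 isoform via virus at 1.77 x 10^8 /mL.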
a7 integrin act: activators of alpha7 integrin expression for muscular dystrophy; alpha7betagal myoblasts, beta-gal FDG fluorescence, 48 h; Potency, µM (highest dose often 38.3 µM), without a hit: top-dose activation, hits mostly activators; 0.064% of 350,000 active; AID 624291;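 further: potency means the concentration at half of the fitted maximal effect; 100% = response of the positive control SU9516; nearly all actives have a fitted effect of over 60% in size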
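alpha7betagal+/- myoblasts (passage 13, 250/well) treated 48 h at 37C with compounds at 1:260 dilution of DMSO stock. Lysed, then beta-galactosidase activity read as FDG fluorescence (ex 480/em 540) after 30 min, with pre-read for autofluorescence.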
KCNH2 WT inh: inhibitors of human wildtype KCNH2 potassium channel | AID 720551 | 0.37% of 340,000 active | activity change, % at 1.84 µM | U2OS, BacMam KCNH2, thallium flux FluxOr; hits give low values;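 active means maximum activity change below -70%; inconclusive means maximum activity change between -70% and -50%; inactive means maximum activity change above -50%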; further: on the % scale 0 is the no-effect control and ±100 the full control effect
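U2OS cells transduced with wild-type KCNH2 virus are loaded with FluxOr dye for 45 min, and thallium flux is measured in kinetic reads before and after stimulation buffer. Rate constants are normalized to DMSO controls.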
GALK inhibitor: galactokinase (human) inhibition; 0.007% of 270,000 active; Purified GALK, Kinase-Glo residual ATP luminescence; Potency, µM (titrated, usually from 57.5 µM), without a hit: at the highest dose activity change, negative = inhibition, actives largely listed as inhibitors; further: potency means the concentration at half of the fitted maximal effect; on the % scale 0 is the no-effect control and ±100 the full control effect
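The enzyme phosphorylates galactose (100 uM) using ATP (35 uM); inhibition is detected as higher residual ATP, quantified by bioluminescence after 1 h reaction at room temperature, pH 8.0.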
MBNL1-CUG inh: blocks human MBNL1 binding to CUG repeat RNA; 0.036% of 280,000 active; Potency, µM (titrated, usually from 57.5 µM), without a hit: at the top dose activity change, negative = inhibition, actives largely listed as inhibitors; TR-FRET MBNL1-His/biotin-(CUG)12 binding, 665/545 ratio; AID 2675; active means well fitted inhibition curve with a large enough effect in the signal ratio, with a control signal flat, not every such curve was filed as active; inconclusive means small, poorly fitted or top-dose-only effect, or effect the other way, or a change in a side signal; inactive means no such curve, though single readings can be large or run the other way; the % refers to the signal ratio; further: potency means the concentration at half of the fitted maximal effect; on the % scale 0 is the no-effect control and ±100 the full control effect
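His-tagged MBNL1 binding to biotinylated (CUG)12 RNA was measured by TR-FRET using terbium anti-His antibody (0.055 ng/ul final) and streptavidin-XL665 (5 nM final). Compounds were titrated 92 nM to 58 uM; 60 min at room temperature.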
FBPA coupling cs: coupling enzyme interference in Giardia aldolase counter-screen | coupling enzyme system counterscreen, AmpLite Red fluorescence | activity change, negative = inhibition, % at 58.2 µM, hits read low | 0.67% of 290,000 active; in the data active means activity change below about -30%; further: on the % scale 0 is the no-effect control and ±100 the full control effect
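Activity here indicates interference with the coupling reaction, not aldolase inhibition. Compounds at 57.5 uM final met coupling enzymes for 10 min at RT; substrate and AmpLite Red detection followed, with a 525/598 nm fluorescence read after 20 min.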
* hit, by the source's call; & = joins results of further samples; [ ] = dose if it differs, or a comment. Unless noted, the call rests on the fitted dose curve; in most records, active means well fitted curve in the direction sought with a large enough effect; inconclusive means small, poorly fitted or top-dose-only effect, or another doubt; inactive means no such curve, though single readings can be large; an effect the other way counts as inactive or inconclusive.

COC(=O)c1ccc(NC(=O)N2CCCC(C(=O)c3ccccc3OC)C2)cc1 (stereo not given) was read as MLL CXXC-DNA inh 1.3%, A-T KAP1 phos 5.7%[11.5 µM], TRPV1 agonist 14.3, ASM inhibitor -4.7%, KCNH2 3.1 inh 8.9, a7 integrin act 8.0%, KCNH2 WT inh 4.5, GALK inhibitor 1.8%, MBNL1-CUG inh 2.7% and FBPA coupling cs -0.8.
CCOC(=O)c1cnn(-c2ccccc2)c1NC(=O)CN1CCCCC1 was read as MLL CXXC-DNA inh -1.8%, A-T KAP1 phos 7.0%, TRPV1 agonist -2.0, ASM inhibitor 4.8%, KCNH2 3.1 inh -1.7, a7 integrin act -1.2%, KCNH2 WT inh -7.7, GALK inhibitor 4.0%, MBNL1-CUG inh 1.0% and FBPA coupling cs 3.8.
For COC(=O)N/N=C/c1ccc(/C=N/NC(=O)OC)cc1 the results were MLL CXXC-DNA inh 0.3%, A-T KAP1 phos 1.7%[11.5 µM], TRPV1 agonist -0.8, ASM inhibitor 2.3%, KCNH2 3.1 inh 6.2, a7 integrin act -7.7%, KCNH2 WT inh 0.0, GALK inhibitor 0.8%, MBNL1-CUG inh inconclusive and FBPA coupling cs 4.0.
For COc1cc([N+](=O)[O-])ccc1NC(=O)NCCCN1CCCC1=O the results were MLL CXXC-DNA inh 5.7%, A-T KAP1 phos 6.2%, TRPV1 agonist 2.5, ASM inhibitor -2.9%, KCNH2 3.1 inh -7.0, a7 integrin act -18.7%, KCNH2 WT inh -4.8, GALK inhibitor -0.5%, MBNL1-CUG inh inconclusive and FBPA coupling cs -1.0.
For Cc1noc2ncnc(Oc3cc(Cl)ccc3Cl)c12 the results were MLL CXXC-DNA inh -9.7%, A-T KAP1 phos 8.0%, TRPV1 agonist -4.1, ASM inhibitor -6.2%, KCNH2 3.1 inh 4.5, a7 integrin act 12.9%, KCNH2 WT inh -4.0, GALK inhibitor 2.1%, MBNL1-CUG inh -6.0% and FBPA coupling cs 0.8.
`COC(=O)[C@@H]1C[C@@]2(O)[C@H](O)[C@H](O)[C@H](O)C[C@H]2N1Cc1ccc(C(C)(C)C)cc1` gave MLL CXXC-DNA inh 2.2%, A-T KAP1 phos 12.9%, TRPV1 agonist -5.9, ASM inhibitor 5.7%, KCNH2 3.1 inh -1.7, a7 integrin act 40.7%, KCNH2 WT inh 3.7, GALK inhibitor -0.5%, MBNL1-CUG inh 3.1% and FBPA coupling cs 5.1&2.5.
For Cc1nn(-c2ccc(F)cc2)c(C)c1/C=C/C(=O)N1CCNC(=O)C1 the results were MLL CXXC-DNA inh 2.0%, A-T KAP1 phos -0.6%, TRPV1 agonist 0.6, ASM inhibitor 3.7%, KCNH2 3.1 inh -2.1, a7 integrin act 5.2%, KCNH2 WT inh -8.7, GALK inhibitor -0.9%, MBNL1-CUG inh -19.1% and FBPA coupling cs 0.3.
Screening CC(C)NC(=O)c1ccc(CNC(=O)OCC(F)(F)F)cc1 returned MLL CXXC-DNA inh 0.8%, A-T KAP1 phos -7.1%, TRPV1 agonist 5.5, ASM inhibitor -0.2%, KCNH2 3.1 inh 5.0, a7 integrin act -11.3%, KCNH2 WT inh 0.8, GALK inhibitor -2.5%, MBNL1-CUG inh -0.5% and FBPA coupling cs -1.0.
Screening Cn1c(=O)c2[nH]c(NN=Cc3ccc(F)cc3)nc2n(C)c1=O returned ASM inhibitor -1.3%, KCNH2 3.1 inh 1.1, a7 integrin act 15.2% and KCNH2 WT inh -0.2.
`CC(=O)OC(C(=O)NC1CCCCC1)c1cccc(F)c1` (stereo not given) gave MLL CXXC-DNA inh -4.6%, A-T KAP1 phos 5.0%, TRPV1 agonist 1.9, ASM inhibitor 2.9%, KCNH2 3.1 inh 1.1, a7 integrin act 2.6%, KCNH2 WT inh -15.0, GALK inhibitor 0.7%, MBNL1-CUG inh 0.6% and FBPA coupling cs 0.0.
`COc1cccc(C(=O)NNC(=O)c2cccc(F)c2)c1` gave MLL CXXC-DNA inh 1.6%, A-T KAP1 phos -1.5%, TRPV1 agonist 3.0, ASM inhibitor -1.1%, KCNH2 3.1 inh 3.3, a7 integrin act 1.7%, KCNH2 WT inh -6.9, GALK inhibitor -3.6%, MBNL1-CUG inh -0.8% and FBPA coupling cs 0.0.
CC(NC(=O)/C=C/c1ccc(Br)cc1)c1ccccc1 (stereo not given) was read as MLL CXXC-DNA inh 11.3%, A-T KAP1 phos 3.6%, TRPV1 agonist inconclusive, ASM inhibitor 3.6%, KCNH2 3.1 inh -8.5, a7 integrin act -7.4%, KCNH2 WT inh -2.8, GALK inhibitor 0.3%, MBNL1-CUG inh -26.8% and FBPA coupling cs 1.6.
Screening Cc1ccc(NC(=O)C(=O)NCCCN2CCCC2=O)cc1 returned A-T KAP1 phos -9.5%, TRPV1 agonist 3.5, KCNH2 3.1 inh 15.7, a7 integrin act 7.5% and KCNH2 WT inh -3.4.
C/C(=N\Nc1nc2ccccc2[nH]1)c1ccc2c(c1)OCCO2 was read as MLL CXXC-DNA inh 15.7%, A-T KAP1 phos 0.9%, TRPV1 agonist 10.8, ASM inhibitor -3.9%, KCNH2 3.1 inh 16.3, a7 integrin act -38.8%, KCNH2 WT inh 1.0, GALK inhibitor 1.9%, MBNL1-CUG inh 11.1% and FBPA coupling cs 2.4.
Screening COc1ccc(NC(=O)c2ccc3c(c2)OCO3)cc1[N+](=O)[O-] returned MLL CXXC-DNA inh -0.9%, A-T KAP1 phos 6.7%, TRPV1 agonist inconclusive, ASM inhibitor -6.5%, KCNH2 3.1 inh 9.9, a7 integrin act 13.3%, KCNH2 WT inh -0.9, GALK inhibitor 0.8%, MBNL1-CUG inh 10.2% and FBPA coupling cs -1.1.
For Cc1ccc(CNC(=O)CSc2n[nH]c(N)n2)cc1 the results were MLL CXXC-DNA inh -2.6%, A-T KAP1 phos 0.7%, TRPV1 agonist -5.0, ASM inhibitor -0.8%, KCNH2 3.1 inh 0.2, a7 integrin act 21.3%, KCNH2 WT inh 1.3, GALK inhibitor -1.2%, MBNL1-CUG inh -5.4% and FBPA coupling cs -0.1.
Screening C=CCOc1ccc(C2C(C(=O)c3cccs3)=C(O)C(=O)N2c2nnc(C)s2)cc1 (stereo not given) returned ASM inhibitor -4.2%, KCNH2 3.1 inh -7.1, a7 integrin act 17.9% and KCNH2 WT inh -18.3.
`CCC(c1nnc(SCC(=O)NC2CCCCC2)n1Cc1ccccc1)N(C)C` (stereo not given) gave A-T KAP1 phos 7.2%, TRPV1 agonist 0.4, ASM inhibitor -1.4%, KCNH2 3.1 inh -0.3, a7 integrin act 0.0% and KCNH2 WT inh 0.0.
COc1ccccc1NS(=O)(=O)c1cc(NC(=O)c2[nH]c(C)c(C(C)=O)c2C)ccc1N1CCOCC1 was read as MLL CXXC-DNA inh 21.6%, A-T KAP1 phos -8.5%, TRPV1 agonist 1.3, ASM inhibitor inconclusive, KCNH2 3.1 inh 3.5, a7 integrin act 40.0%, KCNH2 WT inh -2.1, GALK inhibitor 0.0%, MBNL1-CUG inh 4.4% and FBPA coupling cs -0.2.
Screening NC(=O)c1cc([N+](=O)[O-])c(Cl)cc1NCc1cccnc1 returned A-T KAP1 phos 5.6%, TRPV1 agonist 3.2, ASM inhibitor -0.2%, KCNH2 3.1 inh -4.6, a7 integrin act 10.4% and KCNH2 WT inh 0.1.
Screening COc1cccc(NC(=O)N2CCC(NC(=O)C(Cc3ccccc3F)NC(C)=O)CC2)c1 (stereo not given) returned MLL CXXC-DNA inh 2.7%, A-T KAP1 phos 14.6%, TRPV1 agonist 1.4, ASM inhibitor 0.2%, KCNH2 3.1 inh -10.0, a7 integrin act 29.8%, KCNH2 WT inh -2.7, GALK inhibitor 0.8%, MBNL1-CUG inh -0.9% and FBPA coupling cs -0.2.
CCC(CC)C(=O)Nc1c2c(nn1-c1ccc(F)cc1)CS(=O)(=O)C2 was read as MLL CXXC-DNA inh -2.1%, A-T KAP1 phos -3.3%, TRPV1 agonist 1.2, ASM inhibitor -0.1%, KCNH2 3.1 inh -80.6*, a7 integrin act 19.4%, KCNH2 WT inh 2.7, GALK inhibitor -2.6%, MBNL1-CUG inh -5.1% and FBPA coupling cs 3.7.
For Cc1cccc(OCCCC(=O)Nc2ccc(N3CCCCC3)cc2)c1 the results were MLL CXXC-DNA inh -2.6%, A-T KAP1 phos 15.8%, TRPV1 agonist inconclusive, ASM inhibitor -0.1%, KCNH2 3.1 inh 0.8, a7 integrin act -29.6%, KCNH2 WT inh -0.5, GALK inhibitor -0.9%, MBNL1-CUG inh 13.3% and FBPA coupling cs 5.5.
COc1ccc(/C(C)=N/NC(=O)CNC(=O)c2cccnc2)cc1OC was read as MLL CXXC-DNA inh 5.4%, A-T KAP1 phos -1.7%, TRPV1 agonist 2.7, ASM inhibitor -0.3%, KCNH2 3.1 inh 29.4, a7 integrin act 17.0%, KCNH2 WT inh -0.3, GALK inhibitor -0.4%, MBNL1-CUG inh -5.6% and FBPA coupling cs 0.0.
